Tat transport: E. coli Tat export inhibitors, primary screen, MC4100, TorA-mCherry reporter, fluorescence, single point; 340,000 compounds, 0.036% hits; inhibition, % at 10 µM;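 active = mean replicate inhibition at least 50% and at least half of replicates individually reaching 50%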;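 also: exported cargo escapes ClpAP degradation while cytoplasmic cargo is degraded and loses fluorescence; 0% = median of neutral control wells and 100% = median of NaSCN control wells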
PKA-R2B activ: activators of PKA-R2B holoenzyme, primary screen, biochemical, fluorescence polarization, Cy5-IP20, human | activation, % at 11.4 µM | AID 504700, 2011 | PKA-R2B holoenzyme dissociation; R2B truncated from residue 108, S112A mutant; 0% DMSO only, 100% 113 µM cGMP | 340,000 compounds, 0.079% hits;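 active = activation above a cutoff set at the mean over all compounds plus 3 SD, cut at about 18% in these data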;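 also: higher means more holoenzyme dissociation and a rise in polarization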
SUMO Mot1 rescue: yeast Mot1-301 growth rescue at high temperature, primary screen, SUMOylation pathway inhibitor project, S. cerevisiae, ATP luminescence, 38.5C. S. cerevisiae Mot1-301 growth rescue; percent above DMSO median, 100 means doubled. growth rescue, % at 18.8 µM. 320,000 compounds, 1% hits;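 active = every valid replicate shows activation above 250% relative to neutral control wells; inactive = the rest, any valid replicate at or below 250%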;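 also: OY570 slx delta 5 strain wells were the positive control but not used for scaling; some compounds called inactive have numbers as strong as hits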
PKA-R1A act: activators of PKA-R1A holoenzyme, primary screen, biochemical, fluorescence polarization, Cy5-IP20, bovine R1A, mouse PKAc; cAMP-dependent protein kinase type I-alpha regulatory subunit (Bos taurus) + …; PKA-R1A dissociation; scaled: DMSO 0%, 113 µM cGMP 100%; activation, % at 11.4 µM; 340,000 compounds, 0.083% hits; AID 504707, 2011;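 active = percent activation above the mean of all tested compounds plus 3 SD, cut at about 19% in these data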;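 also: higher means more PKAc released from R1A so a rise in polarization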
OPRM1-OPRD1 ag: agonists of OPRM1-OPRD1 heterodimerization, primary screen, cell-based, luminescence; Mu-type opioid receptor (Homo sapiens) + Delta-type opioid receptor (Homo sapiens), …; cells; activation, % at 9.3 µM; 340,000 compounds, 0.3% hits; in the data active = activation above about 18%;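 also: 0% = vehicle-treated cells and 100% = reference agonist; values of inactives mirror those of a sister screen read the other way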
Target sequence (P35372 whole entry, looked up): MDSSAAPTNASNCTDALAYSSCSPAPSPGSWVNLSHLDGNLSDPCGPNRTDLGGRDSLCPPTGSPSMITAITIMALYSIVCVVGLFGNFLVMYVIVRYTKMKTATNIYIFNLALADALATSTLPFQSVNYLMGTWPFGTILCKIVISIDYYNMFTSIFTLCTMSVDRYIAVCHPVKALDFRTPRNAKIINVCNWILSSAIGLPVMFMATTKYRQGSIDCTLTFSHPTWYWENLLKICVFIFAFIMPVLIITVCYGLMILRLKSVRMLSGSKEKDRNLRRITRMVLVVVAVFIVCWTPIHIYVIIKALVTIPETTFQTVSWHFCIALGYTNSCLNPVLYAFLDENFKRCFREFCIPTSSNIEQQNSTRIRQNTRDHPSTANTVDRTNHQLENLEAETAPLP
Target sequence (P41143 whole entry, looked up): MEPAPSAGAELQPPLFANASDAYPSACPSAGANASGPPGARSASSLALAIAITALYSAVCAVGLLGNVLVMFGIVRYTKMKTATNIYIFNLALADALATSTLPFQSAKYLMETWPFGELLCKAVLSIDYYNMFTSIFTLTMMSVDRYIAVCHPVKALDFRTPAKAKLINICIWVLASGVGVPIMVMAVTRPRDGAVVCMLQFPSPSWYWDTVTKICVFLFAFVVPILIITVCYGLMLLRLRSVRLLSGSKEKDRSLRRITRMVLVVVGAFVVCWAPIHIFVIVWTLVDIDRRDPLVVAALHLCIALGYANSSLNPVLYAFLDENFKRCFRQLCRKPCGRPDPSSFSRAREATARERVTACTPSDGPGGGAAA
AddAB inh: growth inhibition of E. coli expressing H. pylori AddAB, primary screen, AddAB inhibitor project, absorbance. inhibition, % at 11.9 µM. 330,000 compounds, 0.29% hits. AID 435030, 2010; in the data active = inhibition above about 12%;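 also: 0% = vehicle wells of infected cells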
PfHsp90 set2: growth inhibition of PfHsp90-expressing yeast, primary screen, antimalarial PfHsp90 inhibitor project, S. cerevisiae, BacTiter-Glo luminescence, single point, set 2; 310,000 compounds, 0.32% hits; inhibition, % at 9.4 µM; AID 504621, 2011; BacTiter-Glo ATP, 48 h; yeast lacking PDR1 and PDR3 efflux regulators;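 active = every replicate shows inhibition above about 80%, whatever the replicate mean, limit read from the data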;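 also: 0% = DMSO neutral controls and 100% = 20 µM radicicol positive controls; yeast relying on Plasmodium falciparum Hsp90 in place of its own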
HTR5A inv ag: HTR5A inverse agonists in luminescence cell assay, primary screen, counter-screen for OPRM1-OPRD1 heterodimer inverse agonist project, full-deck HTS; 5-hydroxytryptamine receptor 5A (Homo sapiens), P47898; HTR5A cell line, inverse agonism; inhibition, % at 9.3 µM; 340,000 compounds, 0.083% hits; AID 504634, 2011; in the data active = inhibition mostly above about 23%, no sharp cut-off; inactive = mostly below about 18%;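 also: 0% = cells with DMSO and 100% = no-cell wells with DMSO; some compounds called inactive have numbers as strong as hits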
E coli growth: E. coli V3065 growth inhibition, primary screen, counter-screen for AddAB inhibitor project, absorbance, OD600. 18 h. inhibition, % at 11.9 µM. 330,000 compounds, 0.27% hits;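 active = inhibition above the campaign's mean inhibition across all tested compounds plus 3 SD, cut at about 9.9% in these data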;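 also: uninfected addAB+ strain grown without phage in ampicillin broth; 0% = DMSO wells and 100% = ciprofloxacin 0.95 µg/ml wells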
MOR-DOR inv ag: inverse agonists of MOR-DOR heterodimerization, primary screen, cell-based, luminescence | Mu-type opioid receptor (Homo sapiens) + Delta-type opioid receptor (Homo sapiens), … | cell-based MOR-DOR heterodimer luminescence, inverse agonism | inhibition, % at 9.3 µM | 340,000 compounds, 0.21% hits | AID 504357, 2011; in the data active = inhibition above about 22%, passing the limit was not always enough;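 also: 0% = cells with DMSO and 100% = wells without cells with DMSO; values of inactives mirror those of a sister screen read the other way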
phage Ecoli inh: growth loss of phage-infected E. coli, primary screen, RecBCD inhibitor project, absorbance, with phage, HTS; inhibition, % at 11.9 µM; AID 651602, 2012; 360,000 compounds, 0.26% hits; in the data active = inhibition above about 11%
* = called active by the depositor; x = no result given. Rows were taken by chance; overall some 2.2% were active at least once.

SMILES | Tat transport | PKA-R2B activ | SUMO Mot1 rescue | PKA-R1A act | OPRM1-OPRD1 ag | AddAB inh | PfHsp90 set2 | HTR5A inv ag | E coli growth | MOR-DOR inv ag | phage Ecoli inh
C/C(=N\NC(=O)c1cccc(Cl)c1)c1cccc(NC(=O)c2ccco2)c1 | 3 | -11 | 10 | -10 | -1.7 | 2.7 | 7 | -19 | -0.7 | 10 | 1.4
CCc1nnc(NC(=O)CSc2nnc(Cc3cc(=O)[nH]c(=O)[nH]3)n2-c2cccc(OC)c2)s1 | 3 | -22 | 11 | -4 | -0.8 | -1.7 | 9 | 8 | 1.9 | 6 | 2.2
Cc1cccc(NC(=O)C2C3C=CC(O3)C2C(=O)O)c1C (stereo unspecified) | 0 | 10 | 6 | 4 | 3.0 | 1.1 | -3 | 23 | 0.3 | -15 | 1.9
CCOc1ccc(C(=O)NC(=S)NCCCN2CCOCC2)cc1 | -5 | 2 | 28 | -6 | -5.7 | 2.6 | -13 | -2 | -1.9 | 19 | 1.3
CC1(C)CC(=O)C2=C(C1)OC(N)=C(C#N)C2c1cn(-c2ccccc2)nc1-c1ccccc1 (stereo unspecified) | 10 | 0 | -19 | 1 | 0.2 | 6.8 | -65 | 14 | -0.5 | -1 | 2.4
COc1ccc(C=NN=C2c3ccccc3-c3ccccc32)cc1OC | 6 | -2 | x | 5 | 0.9 | x | 30 | -24 | x | -4 | 1.6
COc1ccc(N=Cc2ccccc2O)cc1 | -3 | -4 | x | -2 | -1.8 | x | x | 6 | x | 10 | 2.9
COc1ccc2[nH]cc(C(O)CN3CCC(C(N)=O)CC3)c2c1 (stereo unspecified) | 3 | -3 | 138 | 11 | -2.3 | 1.3 | 8 | 7 | 0.8 | 14 | -0.5
O=C(O)c1cccc(CN2C(=O)SC(Nc3cccc4ccccc34)C2=O)c1 (stereo unspecified) | -8 | -12 | 26 | -8 | -2.2 | -0.3 | 7 | -6 | -0.8 | 11 | -1.7
CC(C)[C@H](NC(=O)N1CCn2c1nc1ccccc12)C(=O)N[C@@H](Cc1ccccc1)C(=O)O | 0 | -6 | -4 | -5 | x | 4.4 | -1 | x | 1.7 | x | 2.8
COc1ccc(C(=O)COC(=O)CN2C(=O)C3C4C=CC(C4)C3C2=O)cc1 (stereo unspecified) | 1 | -10 | 6 | -2 | -0.4 | -0.3 | 15 | -7 | 0.6 | 2 | 4.0
O=C(Nc1cccc(NC(=O)c2cccs2)c1)c1ccc([N+](=O)[O-])o1 | -13 | 6 | -29 | -1 | 4.9 | 27* | -40 | -3 | 16* | -26 | 11
COc1ccccc1NS(=O)(=O)c1cc(C(=O)N2CCCC2)ccc1C | 3 | 2 | 9 | 8 | -1.7 | 1.6 | x | 1 | -0.5 | 7 | 5.3
Cc1ccc(-c2ccc(=O)n(CCC(=O)N3CCN(c4ccccc4)CC3)n2)cc1 | 6 | -9 | 9 | -9 | -2.1 | 2.6 | -3 | -20 | -0.5 | 10 | -1.9
CCc1ccccc1N(C)S(=O)(=O)c1cc(-c2cc(C)no2)ccc1OC | 9 | -7 | 5 | 11 | -3.1 | -0.3 | 22 | 6 | -1.9 | 16 | 0.4
O=C(O)COc1ccc(/C=N/NC(=O)c2ccccc2Br)cc1 | 1 | -3 | -18 | -17 | -2.6 | 0.8 | 1 | 3 | -1.0 | 13 | x
COc1cccc(C(=O)NC(=S)NCc2ccco2)c1 | -4 | -8 | -3 | -11 | -0.8 | 2.4 | -13 | 1 | -0.8 | 4 | 4.1
O=c1c2ccccc2c(-c2ccccc2)nn1-c1ccc(Cl)c(Cl)c1 | 3 | -1 | -3 | 3 | -1.8 | 2.0 | x | 21 | 1.5 | 10 | 0.2
Cc1ccc(-c2nnc(-c3ccc(NC(=O)c4cccs4)cc3)o2)cc1 | -1 | -2 | -3 | -6 | -1.7 | -0.1 | -8 | 15 | -2.7 | 10 | 3.5
CCc1nc(C)cn1S(=O)(=O)c1cc(C)c(OC)c(C)c1C | 7 | -2 | -14 | -1 | -2.9 | -0.1 | 3 | -12 | -3.7 | 15 | 0.9
COc1ccc(OC)c(/C=N/NC(=O)CCc2n[nH]c(=O)[nH]c2=O)c1 | -10 | -3 | 0 | -10 | -0.1 | 2.9 | -3 | -22 | 0.6 | 1 | 0.7
O=C(Nc1nc2ccccc2[nH]1)c1ccccc1F | 4 | 6 | -50 | -5 | -0.9 | -0.8 | 75 | 12 | -0.3 | 5 | 1.2
Cc1ccc(-c2csc3nnc(SCC(=O)NCc4ccco4)n23)cc1 | -5 | 5 | -6 | 0 | -1.7 | 1.8 | -9 | -46 | 3.4 | 9 | 3.2
Cc1nc2ccccc2n1CC(=O)NCCN1CCCC1 | -2 | -2 | 8 | 8 | x | 0.3 | -9 | x | 0.2 | x | 1.6
CCSc1nc(C(F)(F)F)cc(=O)n1-c1ccccc1 | -10 | 5 | -20 | 5 | 4.2 | -0.2 | 18 | 3 | 0.1 | -21 | -1.3
Cc1cccc(NC(=O)CSc2nnc(-c3ccco3)n2CC2CCCO2)n1 (stereo unspecified) | -2 | -1 | 6 | 12 | -0.4 | 3.9 | 2 | -9 | 3.8 | 2 | 1.0
CCCC1=Nc2cc(C(=O)N3CCC(C(=O)OCC)CC3)ccc2Sc2ccccc21 | 10 | -12 | -19 | -4 | -1.2 | 0.7 | 5 | -2 | -1.9 | 6 | 0.9
CCC(Oc1ccc2c(=O)c(-c3ccccc3OC)coc2c1)C(=O)OCc1ccccc1 (stereo unspecified) | 11 | -1 | -23 | -1 | 0.5 | -1.1 | -2 | 14 | -1.5 | -3 | 0.9
COC(=O)c1sccc1-n1cccc1C(=O)NCc1ccccc1 | 5 | 4 | 1 | 3 | -2.2 | 3.7 | 7 | -1 | -0.5 | 10 | 2.6
CCc1ccc(Cn2nnc(C(=O)Nc3cccc(C)c3)c2N)cc1 | -1 | -1 | 58 | 0 | 1.1 | 3.2 | 10 | 8 | 0.2 | -5 | 2.7
O=C(Cc1ccc(Br)cc1)Nc1ccc(S(=O)(=O)NCC2CCCO2)cc1 (stereo unspecified) | -2 | 2 | -2 | 11 | 2.5 | 2.9 | 14 | -10 | 1.5 | -12 | 4.2
O=C(NNC(=S)Nc1ccc(Br)cc1Cl)c1ccco1 | 14 | -9 | -2 | -2 | -2.0 | -1.0 | -11 | -3 | -4.5 | 11 | 1.7
CCN(CC)c1ccc(S(=O)(=O)N2CCOCC2)cc1NS(C)(=O)=O | 2 | x | 468 | x | x | 1.6 | -22 | x | 0.8 | x | 4.7
Cc1ccccc1C(=O)Nc1ccc(Cl)cn1 | 6 | -8 | -7 | 2 | -2.2 | 0.2 | -16 | -2 | -0.3 | 11 | 3.0
COc1ccccc1CNC(=O)c1cccc(NC(=O)c2ccccc2)c1 | -6 | -8 | 17 | -3 | -0.8 | 6.8 | 7 | 19 | -1.1 | 4 | 5.9
CN1C(=O)S/C(=C\c2ccc(-n3cncn3)cc2)C1=O | 3 | -2 | -15 | 0 | -2.4 | 0.2 | 2 | -2 | -3.2 | 12 | 2.0
COc1cccc(NC(=O)CNC(=O)c2ccc(C)o2)c1 | -5 | -1 | -7 | -4 | -2.9 | -0.3 | 8 | -5 | 1.8 | 13 | 0.4
CCC(C)Sc1ccc([C@@H]2[C@@H]3C(=O)N(C)C(=O)[C@@H]3[C@]3(C(=O)OC)CCCCN23)cc1OC (stereo partly specified) | 2 | -13 | -13 | -7 | 3.7 | 2.6 | 2 | -18 | 1.5 | -17 | -0.6
Cc1ccc(-c2nnn(CCC(=O)Nc3ccc4c(c3)OCO4)n2)cc1 | 11 | 9 | 9 | 0 | 1.1 | 1.4 | -11 | 10 | -0.1 | -6 | 0.5
Cc1cc(NC(=O)CN2C(=O)NC(C)(CC(C)C)C2=O)no1 (stereo unspecified) | -1 | 0 | -8 | 2 | -2.5 | 0.7 | 2 | 12 | 1.2 | 10 | 3.2
Cc1cc(C)c(NC(=O)CN(C)C(=O)C2CC(=O)N(c3cccc4ccccc34)C2)c(C)c1 (stereo unspecified) | -3 | 5 | x | 7 | 0.0 | 1.4 | -6 | 19 | -0.3 | 0 | 1.6
O=C(O)COc1ccc(/C=C2/SC(=S)N(Cc3ccccc3)C2=O)cc1 | -5 | -11 | 3 | 3 | -2.0 | 2.7 | -22 | 14 | -1.6 | 10 | -2.9
O=C(O)Cc1ccc(-n2cccc2)cc1 | -7 | 3 | 111 | -3 | -3.0 | 1.5 | 4 | -8 | -0.2 | 15 | 6.0
COc1ccc(OC)c2c(C)cc(N3CCN(C(=O)c4ccc(C)cc4)CC3)nc12 | 1 | -8 | 8 | 8 | -2.8 | 1.0 | -3 | -16 | -0.9 | 14 | 0.9
CC1=N/C(=C/c2ccco2)C(=O)O1 | -1 | 1 | x | 6 | -3.0 | x | -56 | -20 | x | 14 | 0.1
Cc1ncsc1C(=O)Nc1cccc(C(F)(F)F)c1 | 4 | -5 | -12 | 2 | -1.4 | -0.6 | 0 | 1 | -1.0 | 8 | 0.8
C=CCN1C(=O)[C@H]2CCC=C[C@H]2[C@@H]1c1cccc(C)c1 | -7 | -3 | x | -11 | -0.6 | -0.1 | -54 | 3 | -1.6 | 3 | 1.4
Cn1c(=O)c2c(SCC(=O)NCc3ccco3)nc(-c3ccccc3Cl)nc2n(C)c1=O | 3 | 0 | 4 | -6 | -3.0 | 1.1 | 12 | -3 | -2.4 | 16 | -0.5
O=C(O)c1cccc(NC(=S)NC(=O)C(c2ccccc2)c2ccccc2)c1 | 9 | -4 | -6 | -3 | 2.3 | -0.2 | -15 | 5 | -3.6 | -12 | 0.2
COc1ccc(-c2nn(-c3ccccc3)cc2C(=O)N2c3ccc(C)cc3C3CN(C)CCC32)cc1 (stereo unspecified) | 4 | 3 | -8 | 4 | x | 1.8 | -1 | x | -1.0 | x | 5.8

Structural class: the entries above with a CF3 group
SMILES | Tat transport | PKA-R2B activ | SUMO Mot1 rescue | PKA-R1A act | OPRM1-OPRD1 ag | AddAB inh | PfHsp90 set2 | HTR5A inv ag | E coli growth | MOR-DOR inv ag | phage Ecoli inh
CCSc1nc(C(F)(F)F)cc(=O)n1-c1ccccc1 | -10 | 5 | -20 | 5 | 4.2 | -0.2 | 18 | 3 | 0.1 | -21 | -1.3
Cc1ncsc1C(=O)Nc1cccc(C(F)(F)F)c1 | 4 | -5 | -12 | 2 | -1.4 | -0.6 | 0 | 1 | -1.0 | 8 | 0.8

Screens deposited in PubChem by several laboratories.
